Myeloid diff 2 = promotes myeloid progenitor differentiation; ER-HoxA9 myeloid progenitors, lysozyme-GFP differentiation, flow cytometry; AID 624256; calls only at 10 µM; 1% of 360,000 active;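 active = normalized GFP-positive differentiation at or above the plate's own cutoff, the solvent-only control mean plus 3 SD; inconclusive = no clear call, values can overlap the other calls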;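 also: cells exposed to compound for four days before flow analysis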
T cell HTS = T cell immune modulation candidate | 2C CD8+ T cell-vesicle binding, flow cytometry; active compounds read low | calls only at 7 µM | 0.068% of 330,000 active;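 active = response, share of CD8 T cells binding vesicles, and their 90th percentile fluorescence all below set limits, cut at about 80% in these data, passing the limit was not always enough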
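Incubation: binding step 1.5 h, 37 °C, antibody labelling 20 min, ice; system: murine 2C transgenic CD8+ T lymphocytes; technique: cytometric PE anti-B7-1 and Alexa647 anti-CD8 signals after 1% paraformaldehyde fixation; also added: QL9-charged Drosophila Ld/ICAM-1/B7-1 vesicles; control set: naked versus QL9-loaded vesicles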
NTR1 ag = NTR1-driven beta-arrestin-GFP spot formation – imaging, U2OS cells, high content, primary screen (AID 493036) | activation, % at 20 µM | P30989 | agonist mode | 0.17% of 330,000 active;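 active = activation at or above 40% of the spot to cytoplasm intensity ratio, with at least 20 cells analyzed; inconclusive = wells under 20 cells, flagged as cytotoxic or low count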;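 also: 0% = DMSO without peptide and 100% = 100 nM NTR1 peptide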
Target sequence (P30989 whole entry, looked up): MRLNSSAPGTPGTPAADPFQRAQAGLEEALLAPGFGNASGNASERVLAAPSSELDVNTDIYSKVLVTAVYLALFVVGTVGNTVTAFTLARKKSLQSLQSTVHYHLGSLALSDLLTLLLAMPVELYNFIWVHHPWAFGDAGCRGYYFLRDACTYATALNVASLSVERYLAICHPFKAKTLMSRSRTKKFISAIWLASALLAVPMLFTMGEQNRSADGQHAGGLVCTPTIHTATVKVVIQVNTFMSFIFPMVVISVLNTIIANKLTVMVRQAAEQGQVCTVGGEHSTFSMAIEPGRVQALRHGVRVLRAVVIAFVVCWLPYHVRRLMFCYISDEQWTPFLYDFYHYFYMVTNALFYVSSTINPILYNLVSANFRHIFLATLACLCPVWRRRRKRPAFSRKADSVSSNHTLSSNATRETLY
T cell HTS vesicle-bound % = also measured in T cell HTS; calls as there; double positive events, %; measured here: CD8+ vesicle-bound cell fraction;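 binding gate set so that unloaded-vesicle control wells show 10% double positive cells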
NTR1 ag cell count 20 µM = second read-out of NTR1 ag, no call of its own (marks repeat the call); cell count; measured here: cell count, cytotoxicity flag
Myeloid diff 2 GFP+ MAC1+ % = recorded beside Myeloid diff 2, whose call it bears; GFP+ MAC1+ double positive, %; measured here: differentiation confirmed by MAC1 staining
* hit, by the source's call; i = inactive; ? = inconclusive; · = not tested or not shown; + = active, no number.

SMILES | Myeloid diff 2 | Myeloid diff 2 GFP+ MAC1+ % | T cell HTS | T cell HTS vesicle-bound % | NTR1 ag | NTR1 ag cell count 20 µM
O=C(c1ccc2c(c1)OCCO2)N1CCN(Cc2c(F)cccc2Cl)CC1 | i | 0.6 | i | 54 | -1.6 | 98
CC1CCCC(C)N1C(=O)COC(=O)c1cccnc1Cl (stereo not drawn) | i | 1.3 | i | 45 | 0.9 | 67
Cn1c(-c2ccc(F)c(F)c2)cc2onc(-c3ccccc3)c2c1=O | i | 2.3 | i | 32 | -0.1 | 72
Cc1c(C(=O)OCC(=O)NCc2ccco2)oc2ccccc12 | i | 0.5 | + | 17* | 3.6 | 50
CC1C(=O)N2CCCc3cc(NC(=O)C(=O)NCCN4CCOCC4)cc1c32 (stereo not drawn) | i | 0.4 | i | 44 | 1.5 | 55
COc1cc(OC)cc(-c2c(-c3ccsc3)c3cc(Br)ccc3n2C)c1 | i | 1.2 | i | 41 | 8.3 | 62
COC(=O)[C@]1(Cc2ccccc2)N[C@H](CN(C)C(=O)Nc2ccc(F)cc2)[C@@H]2C(=O)N(C)C(=O)[C@@H]21 | i | 0.6 | i | 12 | 0.3 | 53
COc1ccc(OC)c(NC(=O)CSc2nc(=O)n(Cc3ccccn3)c3c2CCC3)c1 | i | 0.2 | i | 56 | -0.5 | 39
COc1ccc(-c2nnc(SCC(=O)N(C)C3CCS(=O)(=O)C3)n2C(C)C)cc1 (stereo not drawn) | i | 1.6 | i | 30 | -0.1 | 57
CN(CC(=O)N1CCN(Cc2ccccc2)CC1)C(=O)Cc1ccc(Cl)c(Cl)c1 | i | 1.3 | i | 46 | -0.2 | 51
CCCn1c(SC(C)C(=O)NC2CC2)nnc1-c1ccncc1 (stereo not drawn) | i | 0.9 | i | 52 | 1.0 | 53
Cc1noc(C)c1NC(=O)N(C)C[C@@H]1Oc2ccc(NC(=O)Cc3cn(C)c4ccccc34)cc2CC(=O)N([C@H](C)CO)C[C@@H]1C | i | 0.9 | i | 29 | -2.3 | 67
Cc1cc(C(=O)NNC(=O)C(C)(C)Oc2ccc(Cl)cc2)c(C)o1 | i | 0.3 | i | 43 | 0.7 | 72
O=C(COc1ccc(F)cc1Br)NCC1(N2CCOCC2)CCCCC1 | i | 0.4 | i | 24 | 3.2 | 63
O=C(NCCC1=CCCCC1)c1cc(S(=O)(=O)N2CCCCC2)ccc1Cl | i | 0.7 | i | 12 | 0.2 | 70
COc1cccc(NS(=O)(=O)c2ccc(S(=O)(=O)N3CCCC3)cc2)c1 | i | 0.3 | i | 22 | 3.6 | 61
O=C(NCC(=O)N1CCN(c2ccccc2O)CC1)c1ccc(Br)o1 | i | 1.2 | i | 14 | -0.2 | 76
CSc1ncccc1C(=O)Nc1ccccc1N1CCOCC1 | i | 0.4 | i | 32 | -0.9 | 53
O=C(c1ccc2ccccc2c1)N1CCOCC1 | i | 0.8 | i | 49 | -0.4 | 68
COc1ccc(S(=O)(=O)N2CCCCCC2)cc1C(=O)NCc1cccs1 | i | 0.9 | i | 38 | -0.4 | 55
CCOC(=O)C(CC)(CC)C(=O)/C=C/c1cccc(Br)c1 | i | 0.7 | i | 52 | 9.8 | 40
O=C(Nc1ccccc1)C1CCCN(C(=O)c2ccc(F)cc2)C1 (stereo not drawn) | i | 0.4 | i | 2 | -0.2 | 62
O=C(COC(=O)CCS(=O)(=O)c1ccccc1)NC(=O)c1ccc(OC(F)F)cc1 | i | 0.4 | i | 18 | -1.3 | 67
C=CCCC(=O)N(C)CCO | i | 1.5 | i | 4 | -1.6 | 90
CCOc1ccccc1NC(=O)c1ccccc1N(C)S(=O)(=O)c1ccc(C)cc1 | i | 0.3 | i | 27 | 0.8 | 40

A run of entries from the list above:
SMILES | Myeloid diff 2 | Myeloid diff 2 GFP+ MAC1+ % | T cell HTS | T cell HTS vesicle-bound % | NTR1 ag | NTR1 ag cell count 20 µM
C=CCCC(=O)N(C)CCO | i | 1.5 | i | 4 | -1.6 | 90
CCOc1ccccc1NC(=O)c1ccccc1N(C)S(=O)(=O)c1ccc(C)cc1 | i | 0.3 | i | 27 | 0.8 | 40

The listing continues.
SMILES | Myeloid diff 2 | Myeloid diff 2 GFP+ MAC1+ % | T cell HTS | T cell HTS vesicle-bound % | NTR1 ag | NTR1 ag cell count 20 µM
C=CCNC(=O)c1c(CSc2ccc(Cl)cc2)noc1C(=O)NCc1ccccc1 | i | 2.8 | i | 47 | 0.5 | 95
COc1ccc(-c2cccc(NC(=O)c3ccc4c(c3)OCO4)c2)nn1 | i | 1.5 | i | 42 | 0.7 | 77
Cc1ccc(S(=O)(=O)N2[C@@H](c3ccccc3F)C(C(=O)O)=CC[C@H]2c2ccc(Cl)cc2)cc1 | i | 0.9 | i | 47 | 12 | 101
Cc1ccc(NC(=O)COC(=O)Cn2c(C)csc2=O)c([N+](=O)[O-])c1 | i | 0.5 | i | 46 | 1.6 | 57
Cn1c(=O)c2c(nc(OC/C=C/c3ccccc3)n2C)n(C)c1=O | i | 0.2 | i | 30 | 1.5 | 40
COc1ccc(NS(=O)(=O)c2ccc(C)c(C(=O)NNC(=O)c3ccccc3O)c2)cc1 | i | 0.3 | i | 59 | 1.4 | 67
O=C(NCCCn1ccnc1)c1ccc(-c2cccc(C(F)(F)F)c2)o1 | i | 1.5 | i | 50 | -1.3 | 49
CCOc1cccc(C2C(C(=O)c3ccco3)=C(O)C(=O)N2c2nnc(C)s2)c1 (stereo not drawn) | i | 0.2 | i | 16 | -0.4 | 54
O=C(COC(=O)COc1ccccc1)Nc1ccc(Br)cc1Br | i | 1.8 | i | 23 | -1.5 | 69
COCCNc1oc(-c2ccccc2Cl)nc1S(=O)(=O)c1ccc(C)cc1 | i | 0.9 | i | 51 | -1.5 | 51
COc1ccc(-c2oc(=O)c3cc(OC)c(OC)cc3c2C#CCCCO)cc1 | ? | · | i | 42 | 6.1 | 49
CC(C)Cc1ccc(C(C)NC(=O)Cc2ccc(S(=O)(=O)N3CCOCC3)s2)cc1 (stereo not drawn) | i | 1.9 | i | 58 | 3.5 | 65
O=C(NCCN1C(=O)S/C(=C\c2ccc(OC(F)F)cc2)C1=O)C1=COCCO1 | i | 1.4 | i | 48 | -0.3 | 50

Sorted by count of non-hydrogen atoms (ascending): 4 of the compounds above.
SMILES | Myeloid diff 2 | Myeloid diff 2 GFP+ MAC1+ % | T cell HTS | T cell HTS vesicle-bound % | NTR1 ag | NTR1 ag cell count 20 µM
O=C(NCCCn1ccnc1)c1ccc(-c2cccc(C(F)(F)F)c2)o1 | i | 1.5 | i | 50 | -1.3 | 49
O=C(NCCN1C(=O)S/C(=C\c2ccc(OC(F)F)cc2)C1=O)C1=COCCO1 | i | 1.4 | i | 48 | -0.3 | 50
CC(C)Cc1ccc(C(C)NC(=O)Cc2ccc(S(=O)(=O)N3CCOCC3)s2)cc1 (stereo not drawn) | i | 1.9 | i | 58 | 3.5 | 65
Cc1ccc(S(=O)(=O)N2[C@@H](c3ccccc3F)C(C(=O)O)=CC[C@H]2c2ccc(Cl)cc2)cc1 | i | 0.9 | i | 47 | 12 | 101

Fetched by compound from above (5):
SMILES | Myeloid diff 2 | Myeloid diff 2 GFP+ MAC1+ % | T cell HTS | T cell HTS vesicle-bound % | NTR1 ag | NTR1 ag cell count 20 µM
Cc1ccc(S(=O)(=O)N2[C@@H](c3ccccc3F)C(C(=O)O)=CC[C@H]2c2ccc(Cl)cc2)cc1 | i | 0.9 | i | 47 | 12 | 101
O=C(NCCN1C(=O)S/C(=C\c2ccc(OC(F)F)cc2)C1=O)C1=COCCO1 | i | 1.4 | i | 48 | -0.3 | 50
COCCNc1oc(-c2ccccc2Cl)nc1S(=O)(=O)c1ccc(C)cc1 | i | 0.9 | i | 51 | -1.5 | 51
COc1ccc(-c2cccc(NC(=O)c3ccc4c(c3)OCO4)c2)nn1 | i | 1.5 | i | 42 | 0.7 | 77
O=C(NCCCn1ccnc1)c1ccc(-c2cccc(C(F)(F)F)c2)o1 | i | 1.5 | i | 50 | -1.3 | 49

The list is partial (hit frequency here may not be typical).
